# IDE act = activators of human insulin-degrading enzyme in cells; P14735; HEK cells, FAbeta-B cleavage, fluorescence polarization; 0% vehicle, 100% cell-free pure enzyme wells; AID 493087; activation, % at 5.96 µM; hit rate 0.073% among 340,000;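 active means activation above the mean of all tested compounds plus 3 SD, set per screening campaign, cut at about 17% in these data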
# IDE inh = inhibits human insulin-degrading enzyme in HEK cells; P14735; hit rate 0.41% among 320,000; FAbetaB cleavage, fluorescence polarization; inhibition, % at 5.59 µM;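 active means percent inhibition above the average of all tested compounds plus 3 SD, set per screening campaign, cut at about 16% in these data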;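 further: IDE supplied by intact live HEK cells; FP after avidin binding of uncleaved biotin substrate so inhibition keeps polarization high; 0% = DMSO wells and 100% = 60 µM reference IDE inhibitor Ii1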
# IMP-1 inh = inhibitors of Pseudomonas aeruginosa IMP-1 metallo-beta-lactamase; purified IMP-1, nitrocefin hydrolysis, epi-absorbance fluorescence; inhibition, % at 5.6 µM; hit rate 0.45% among 290,000;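 active means inhibition above the mean plus 3 SD of all compounds in the same screening run, cut at about 4.5% in these data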;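 further: 0% = IMP-1 with DMSO and 100% = DMSO wells lacking enzyme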
#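 system = purified recombinant IMP-1 beta-lactamase | amount = 0.2 nM IMP-1, as dispensed | medium = HEPES buffer pH 7.1 with ZnSO4 and Brij 35 | times = 25 °C, 15 min preincubation, 25 min reaction | detection = plate fluorescence quenching by hydrolysis product, ex 480/em 530 nm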
# FID counter = displaces DNA intercalator in HCV helicase counter-screen; DNA fluorescent intercalator displacement, fluorescence; inhibition, % at 7.9 µM; hit rate 0.17% among 290,000; in the data active means inhibition above about 37%;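 further: 0% = vehicle and 100% = reference compound; higher means more ethidium bromide displaced from hairpin DNA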
# p-CIP stab down = compounds decreasing mouse p/CIP protein stability. Q05BA5. F442A p/CIP-EGFP cells, EGFP fluorescence, 16 h. decrease of EGFP signal, % at 10 µM. hit rate 0.01% among 290,000. AID 1984;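 active means EGFP signal decrease of at least 30% at 10 µM or well 3 SD below plate mean, unless failing retest; inactive means the rest, including hits failing retest or dose response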; further: some compounds called inactive have numbers as strong as hits; many of its hits are not listed in these tables
# Target sequence (Q05BA5 1-1403): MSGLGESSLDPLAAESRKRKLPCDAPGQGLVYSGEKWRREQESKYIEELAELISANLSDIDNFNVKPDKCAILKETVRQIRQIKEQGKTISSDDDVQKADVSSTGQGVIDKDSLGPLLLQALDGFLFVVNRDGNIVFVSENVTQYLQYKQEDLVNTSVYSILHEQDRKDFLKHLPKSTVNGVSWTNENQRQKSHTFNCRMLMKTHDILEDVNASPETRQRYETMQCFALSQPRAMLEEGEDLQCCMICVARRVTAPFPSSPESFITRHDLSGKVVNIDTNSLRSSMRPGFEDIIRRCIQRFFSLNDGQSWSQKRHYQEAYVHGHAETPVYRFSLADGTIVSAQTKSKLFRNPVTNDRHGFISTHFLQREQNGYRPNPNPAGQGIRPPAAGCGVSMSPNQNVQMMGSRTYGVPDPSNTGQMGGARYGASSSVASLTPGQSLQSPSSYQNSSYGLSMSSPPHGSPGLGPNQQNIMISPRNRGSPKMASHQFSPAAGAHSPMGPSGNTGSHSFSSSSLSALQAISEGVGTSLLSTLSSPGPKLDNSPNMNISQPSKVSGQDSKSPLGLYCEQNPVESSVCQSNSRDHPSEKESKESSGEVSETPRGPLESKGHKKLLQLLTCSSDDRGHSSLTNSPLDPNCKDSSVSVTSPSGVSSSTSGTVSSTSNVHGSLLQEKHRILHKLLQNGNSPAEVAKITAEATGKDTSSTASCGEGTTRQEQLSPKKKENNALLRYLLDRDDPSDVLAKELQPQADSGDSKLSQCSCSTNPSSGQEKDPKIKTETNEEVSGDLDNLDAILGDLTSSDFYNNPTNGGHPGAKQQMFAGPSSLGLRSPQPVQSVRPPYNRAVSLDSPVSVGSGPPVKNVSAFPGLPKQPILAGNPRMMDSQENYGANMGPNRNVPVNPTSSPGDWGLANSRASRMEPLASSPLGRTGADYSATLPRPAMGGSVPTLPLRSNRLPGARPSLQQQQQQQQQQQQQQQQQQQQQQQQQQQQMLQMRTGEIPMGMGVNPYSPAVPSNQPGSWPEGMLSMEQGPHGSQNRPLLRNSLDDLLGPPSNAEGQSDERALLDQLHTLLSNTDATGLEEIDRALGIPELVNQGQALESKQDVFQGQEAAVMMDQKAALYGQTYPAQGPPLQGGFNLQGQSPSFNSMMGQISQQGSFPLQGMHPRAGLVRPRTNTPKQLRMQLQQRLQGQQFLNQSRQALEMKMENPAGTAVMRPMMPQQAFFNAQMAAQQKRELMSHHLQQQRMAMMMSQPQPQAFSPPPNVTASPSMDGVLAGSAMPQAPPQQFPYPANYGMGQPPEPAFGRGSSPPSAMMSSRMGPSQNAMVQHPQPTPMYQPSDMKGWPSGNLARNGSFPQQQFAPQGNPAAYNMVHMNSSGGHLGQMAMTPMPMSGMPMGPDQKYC
# SUMO HTRF inh = inhibitors of human SUMOylation (UBC9). P63279. HTRF SUMOylation assay, SAE1/SAE2 + UBC9, in vitro. inhibition, % at 35 µM. hit rate 0.36% among 290,000. AID 2006; in the data active means inhibition above about 50%, passing the limit was not always enough; further: strong numbers were not always called active
# VIM-2 inhibitor = inhibitors of Pseudomonas aeruginosa VIM-2 metallo-beta-lactamase | purified VIM-2, nitrocefin hydrolysis, epi-absorbance fluorescence | AID 1527 | hit rate 0.89% among 290,000 | inhibition, % at 5.6 µM;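 active means inhibition above the mean of all tested compounds plus 3 SD, cutoff set per screening run, cut at about 7.5% in these data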;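 further: red hydrolysis product quenches plate fluorescence so inhibitors raise well fluorescence; 0% = enzyme with DMSO and 100% = DMSO without enzyme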
# NS3 helicase inh = blocks Hepatitis C virus NS3 helicase unwinding | NS3 helicase DNA unwinding, Cy5 molecular beacon fluorescence | inhibition, % at 10.9 µM | hit rate 0.56% among 290,000 | AID 1800;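 active means inhibition above the mean of all tested compounds plus 3 SD, set per campaign, cut at about 35% in these data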;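 further: 0% = DMSO wells and 100% = thioflavine S control wells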
#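 Assay system: hepatitis C virus NS3 helicase domain fragment enzyme. Also added: annealed dual-labelled DNA beacon duplex, ATP-started. Timing: 1 h reaction at 25 °C, ATP-initiated. Technique: Cy5 fluorescence at 0 and 60 min, beacon hairpin quenching. Evaluation: % inhibition of unwinding. Replication: one well per compound.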
# PfM18AAP inh = blocks P. falciparum M18 aspartyl aminopeptidase. hit rate 1.2% among 290,000. inhibition, % at 7.35 µM. AID 1822. recombinant PfM18AAP, H-Glu-NHMec fluorogenic cleavage;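 active means inhibition above the campaign mean inhibition over all tested compounds plus 3 SD, cut at about 28% in these data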;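 further: 0% = plate median of test compound wells and 100% = 2 mM ZnCl2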
# * = called active by the depositor; · = no result given.
SMILES	IDE act	IDE inh	IMP-1 inh	FID counter	p-CIP stab down	SUMO HTRF inh	VIM-2 inhibitor	NS3 helicase inh	PfM18AAP inh
CCCCC(=O)Nc1ccccc1N1CCOCC1	4	-2	-2.7	-5	-7	7	-3.0	5	0
CC(=O)Nc1ccc(NC(=O)c2cccc3ccccc23)cc1	2	-1	-4.4	-10	-9	12	-2.3	-5	-3
Cc1cc(Nc2ccccc2)n(-c2cccc(Cl)c2)n1	2	0	-2.6	-6	-21	-19	-1.2	2	-5
CS(=O)(=O)N(CC(=O)NCCSCc1cccc(Cl)c1)c1ccccc1F	1	0	1.2	-30	8	0	3.5	15	-19
Cn1nnnc1SCC(=O)Nc1ccccc1N1CCCCC1	2	2	-2.4	-18	-4	3	-1.2	0	-1
Cc1c(S(=O)(=O)Nc2cccc(Cl)c2)c(=O)n(C)c(=O)n1C	3	-1	-1.1	0	-8	9	-0.1	-4	0
COc1ccccc1N=c1c2c([N+](=O)[O-])cc([N+](=O)[O-])cc2n(O)n1-c1ccccc1OC	·	10	-1.7	1	-4	10	-0.9	-12	-2
CSc1nnc2n(-c3ccccc3)c(=O)c3c4c(sc3n12)CCC4	-3	4	-2.6	-9	-11	7	3.6	1	-7
Cc1cccc(CS(=O)(=O)Cc2ccc(C(=O)NCC3CCCO3)o2)c1 (configuration not stated)	5	0	-1.2	-8	-1	-6	-5.0	11	0
CC(C)CNC(=O)c1cccc(NC(=O)Cc2ccc(Cl)cc2)c1	2	2	-1.5	-7	1	0	-3.4	-1	-2
COCCSc1nnc(NC(=O)C2CCCCC2)s1	1	5	0.4	-13	-7	5	2.6	-1	-13
O=C(Nc1cccc(Cl)c1N1CCCC1)c1ccc(Br)o1	2	3	0.9	1	0	-13	-0.6	16	6
CC(Sc1nnc(COc2ccccc2)n1-c1ccccc1)C(=O)O (configuration not stated)	4	2	-1.7	-28	-2	-4	-1.8	8	-1
CC(C)NC(=O)CSc1nc(-c2ccccc2)cs1	2	·	-0.8	-17	14	13	-1.8	-1	4
COc1ccc(CC2(CO)CCN(Cc3c(C)nn(C(C)C)c3C)CC2)cc1	-1	3	-1.2	8	-7	14	-2.5	5	-2
O=C(CSc1nnc(-c2cccs2)n1CC1CCCO1)c1cc2ccccc2o1 (configuration not stated)	-4	8	-2.0	-24	-4	26	14*	0	3
CCCNC(=O)Cn1nc(C(F)(F)F)c2c1CCC2	0	-2	1.9	5	4	18	-0.5	-2	2
CC(O)CN(CCC(N)=O)CCC(N)=O (configuration not stated)	-2	4	-1.9	6	2	-6	-1.7	9	-2
Cc1ccc2oc(=O)c3cc(C(=O)NCc4ccco4)sc3c2c1	-4	1	-2.6	-6	-15	30	-2.0	1	1
CCC1COCCS(=O)(=O)N1Cc1ccccc1C (configuration not stated)	-2	1	-0.8	-8	1	-13	-0.8	-4	-2
O=C(NCc1ccco1)c1cnn2c1NC(c1ccccc1)CC2C(F)(F)F (configuration not stated)	6	-5	-1.6	-22	-1	2	-2.7	-11	1
CC(=O)Nc1ccc(C(=S)NCC2(N(C)C)CCCCC2)cc1	-5	4	-1.7	2	-6	5	-2.2	8	2
COc1ccc(CCNC(=O)CSc2ccsc2[N+](=O)[O-])cc1OC	4	-1	-2.9	-7	-9	13	-2.1	0	5
CCOc1ccc2nc(NC(=O)Nc3cccs3)sc2c1	6	1	-1.2	-1	1	2	-3.6	0	3
CC(C)(C)S(=O)(=O)/C(C#N)=N/Nc1ccc(C#N)cc1	-3	1	-2.8	-5	16	0	-2.0	-5	-7
COc1ccc(OC)c(NC(=O)C2CCC(CNc3c(N4CCOCC4)c(=O)c3=O)CC2)c1 (configuration not stated)	4	2	-2.5	-12	-8	11	-0.1	3	0
CCOc1cc(S(=O)(=O)Nc2ccc(CC)cc2)ccc1Cl	7	-2	0.6	-13	-18	-27	-4.3	-4	-1
O=C(Oc1nsnc1N1CCOCC1)N1CCCC1	3	2	-1.4	-1	·	·	-0.4	1	-10
COCCNC(=O)c1cc(C(=O)CC(C)C)c[nH]1	0	13	-3.3	5	9	-8	-2.5	5	-4
Brc1ccc(C2C3=C(Nc4ncnn42)c2ccccc2OC3c2ccncc2)cc1 (configuration not stated)	-5	4	-4.5	-5	2	-7	-4.0	1	-6

# Two entries from above, with each value named:
O=C(Oc1nsnc1N1CCOCC1)N1CCCC1
  IDE act: 3; IDE inh: 2; IMP-1 inh: -1.4; FID counter: -1; p-CIP stab down: ·; SUMO HTRF inh: ·; VIM-2 inhibitor: -0.4; NS3 helicase inh: 1; PfM18AAP inh: -10
COCCNC(=O)c1cc(C(=O)CC(C)C)c[nH]1
  IDE act: 0; IDE inh: 13; IMP-1 inh: -3.3; FID counter: 5; p-CIP stab down: 9; SUMO HTRF inh: -8; VIM-2 inhibitor: -2.5; NS3 helicase inh: 5; PfM18AAP inh: -4

# Further results follow:
SMILES	IDE act	IDE inh	IMP-1 inh	FID counter	p-CIP stab down	SUMO HTRF inh	VIM-2 inhibitor	NS3 helicase inh	PfM18AAP inh
COc1ccc(NC(=O)C2CCCN(C(=O)Nc3ccc(OC)cc3)C2)cc1 (configuration not stated)	1	-5	1.8	-19	1	-8	2.0	26	-7
COc1ccc(C(=O)Nn2c(SCC(=O)NCC3CCCO3)nc3ccccc3c2=O)cc1 (configuration not stated)	8	-3	-2.6	-8	-24	15	-1.5	-3	0
COc1ccc(NC(=O)N2CCN(S(C)(=O)=O)CC2)cc1OC	-5	7	-3.2	3	6	19	-3.6	9	4
Cn1nc(-c2ccc(OCC(=O)NCC3CCCO3)cc2)c2ccccc2c1=O (configuration not stated)	8	-2	-3.3	-32	-16	17	11*	-7	-2
COc1ccc(CCC(=O)NNC(=O)Nc2ccc(OC)c(OC)c2)cc1	5	1	-2.5	-8	7	-15	-1.9	-8	-1
CCCNC(=S)N1CC2(C)CN(C(=O)C(=O)OCC)CC(C)(C1)C2=O	-3	0	-3.2	4	-10	19	-5.2	9	4
Cc1ccc(S(=O)(=O)NCCC(c2ccccc2)c2ccco2)cc1 (configuration not stated)	5	-2	-1.5	-20	-4	-25	-1.6	4	1
C=CCOc1cccc(C(=O)NC(c2ccccc2)C(C)C)c1 (configuration not stated)	4	-3	-2.5	-21	-7	5	-1.8	-5	6
COc1ccc(OCc2cc(C(=O)N(C)Cc3nnc(C)o3)no2)c(Cl)c1	-7	3	-3.7	-17	-2	10	-3.4	9	-5
Cc1nc(SCC(=O)NCc2ccccc2)c2oc3ccccc3c2n1	4	-1	0.5	-6	-3	-3	-0.2	-5	-4
Cc1ccc(Cn2nnc3c(=O)n(Cc4ccccc4C)cnc32)cc1	-2	4	-3.7	-2	-1	-19	-3.8	-1	0
O=C(NCc1ccccn1)c1ccc(Cn2cc(Br)cn2)o1	1	2	-2.0	-2	14	-8	1.0	0	-12
CCC1CCCCN1CCCNC(=O)c1ccc(N2CCCC2=O)cc1 (configuration not stated)	7	0	-1.2	5	-4	·	-3.5	-3	-3
CC1=NOC2(C1)N(C)c1ccccc1C2(C)C (configuration not stated)	3	-4	-2.4	2	-5	9	-0.2	-18	-7
Cc1ccccc1-n1nc2c(c1NC(=O)c1c(-c3ccccc3Cl)noc1C)CSC2	2	2	44*	-9	-9	0	-1.7	-5	-2

# 4 entries from above, as labelled records:
Structure: COc1ccc(CCC(=O)NNC(=O)Nc2ccc(OC)c(OC)c2)cc1
  IDE act = 5
  IDE inh = 1
  IMP-1 inh = -2.5
  FID counter = -8
  p-CIP stab down = 7
  SUMO HTRF inh = -15
  VIM-2 inhibitor = -1.9
  NS3 helicase inh = -8
  PfM18AAP inh = -1

Structure: CCCNC(=S)N1CC2(C)CN(C(=O)C(=O)OCC)CC(C)(C1)C2=O
  IDE act = -3
  IDE inh = 0
  IMP-1 inh = -3.2
  FID counter = 4
  p-CIP stab down = -10
  SUMO HTRF inh = 19
  VIM-2 inhibitor = -5.2
  NS3 helicase inh = 9
  PfM18AAP inh = 4

Structure: Cc1ccc(S(=O)(=O)NCCC(c2ccccc2)c2ccco2)cc1 (configuration not stated)
  IDE act = 5
  IDE inh = -2
  IMP-1 inh = -1.5
  FID counter = -20
  p-CIP stab down = -4
  SUMO HTRF inh = -25
  VIM-2 inhibitor = -1.6
  NS3 helicase inh = 4
  PfM18AAP inh = 1

Structure: C=CCOc1cccc(C(=O)NC(c2ccccc2)C(C)C)c1 (configuration not stated)
  IDE act = 4
  IDE inh = -3
  IMP-1 inh = -2.5
  FID counter = -21
  p-CIP stab down = -7
  SUMO HTRF inh = 5
  VIM-2 inhibitor = -1.8
  NS3 helicase inh = -5
  PfM18AAP inh = 6

# Further entries follow:
SMILES	IDE act	IDE inh	IMP-1 inh	FID counter	p-CIP stab down	SUMO HTRF inh	VIM-2 inhibitor	NS3 helicase inh	PfM18AAP inh
Cc1cc(-c2nn(C)c(=O)c3ccccc23)ccc1CNC(=O)NC1CCCCC1	-1	-2	-1.2	-7	0	-1	0.4	-9	-2
O=C(NCc1ccco1)C1CCN(C(=O)c2ccc([N+](=O)[O-])cc2)CC1	11	5	-3.1	-6	4	-6	-3.0	15	15
CCN(CC)CCN1C(=O)C(O)=C(C(=O)c2cc3cccc(OC)c3o2)C1c1ccc(F)cc1 (configuration not stated)	-2	2	3.9	-7	-4	6	1.8	12	-3
Cc1nn(-c2ccccc2)c(C)c1C(=O)OCC(=O)N1CCN(S(=O)(=O)c2ccccc2)CC1	-5	2	0.3	-3	-14	3	-1.3	0	0
COC(=O)CSc1ccc(C#N)c(SCC(=O)OC)c1	-1	2	0.6	1	1	0	-0.1	-8	3
CCCC(=O)Nc1nnc(Cc2ccccc2)s1	-1	-2	-2.1	-5	-14	-4	-2.0	0	-1
O=C(c1ccccc1)c1n[nH]c(-c2ccccc2)cc1=O	-3	-2	-0.4	-2	1	10	0.1	1	-2
CCOC(=O)c1ccccc1NC(=O)Cn1c(=O)n(Cc2ccccc2)c(=O)c2c(C)c(C)sc21	-2	-6	-2.4	-2	5	8	-1.9	0	-1
COc1ccc(NC(=O)CSc2nnc(Cc3cccn3C)n2CCc2ccccc2)c(OC)c1	7	-4	-0.5	-35	-18	-7	-6.8	18	13
Cc1ccc(-n2nc(-c3ccco3)cc2C(=O)NCc2cccnc2)cc1	-16	6	-0.1	-24	0	12	-3.8	14	-11
Clc1ccc(CNc2ccccn2)cc1	1	-2	-2.1	29	7	7	-2.9	-5	7
CCC(C)(C)n1nnnc1C(c1ccc(OC)c(OC)c1)N1CCN(c2cccc(OC)c2)CC1 (configuration not stated)	-2	11	-2.9	-34	0	-3	-2.6	-5	6
O=C(CSc1nnc(CNC(=O)c2c(F)cccc2F)o1)NCc1ccccc1	5	2	-2.4	-7	4	-7	-1.4	8	5
Cc1cc(C(C)(C)C)cc(C)c1Cn1c2[n+](c3ccc(C(F)(F)F)cc31)CCCCC2	4	0	-0.3	24	-2	22	0.9	-64	-10
Cc1cc(C)cc(NC(=O)CSc2nnc(CNC(=O)c3ccco3)o2)c1	7	0	-1.9	-28	-9	10	-2.9	18	12
